GalR3 antagonist: human GalR3 antagonism; O60755; HEK293 GalR3-CNG cAMP membrane potential fluorescence; galR3 body fused to GalR1 C-terminus; inhibition, % at 3 µM; 360,000 compounds, 0.44% hits; AID 651719;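 active means inhibition above the screen-wide average plus 3 SD, cut at about 13% in these data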;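 further: forskolin and galanin both at EC90 stimulate the cells; cAMP rise reported by CNG channel membrane potential dye signal; 0% = forskolin plus galanin with DMSO and 100% = forskolin alone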
Target sequence (O60755 1-299 limits assumed): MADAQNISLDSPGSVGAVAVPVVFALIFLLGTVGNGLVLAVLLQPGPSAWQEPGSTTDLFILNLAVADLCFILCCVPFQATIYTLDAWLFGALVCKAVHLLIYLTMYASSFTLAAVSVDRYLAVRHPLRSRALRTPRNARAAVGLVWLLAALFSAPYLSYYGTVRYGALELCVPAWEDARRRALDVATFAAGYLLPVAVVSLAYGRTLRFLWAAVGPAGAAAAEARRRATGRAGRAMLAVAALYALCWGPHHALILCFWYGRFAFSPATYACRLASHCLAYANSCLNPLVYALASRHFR
M18AAP inhibitor: blocks P. falciparum M18 aspartyl aminopeptidase; AID 1822; 290,000 compounds, 1.2% hits; inhibition, % at 7.35 µM; recombinant PfM18AAP, H-Glu-NHMec fluorogenic cleavage;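 active means inhibition above the campaign mean inhibition over all tested compounds plus 3 SD, cut at about 28% in these data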;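 further: 0% = plate median of test compound wells and 100% = 2 mM ZnCl2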
NALP1 yeast inh: blocks the NALP1 inflammasome reconstituted in yeast. S. cerevisiae NALP1/ASC/caspase-1 growth, X-gal OD620, 72 h. 280,000 compounds, 0.61% hits. inhibition, % at 10 µM; in the data active means inhibition mostly above about 24%, no sharp cut-off; inactive means mostly below about 32%; further: some compounds called inactive have numbers as strong as hits
OXTR potentiate: potentiates the human oxytocin receptor response | P30559 | CHO-OTR cells, Fluo-8 calcium fluorescence, potentiator mode; 0% = oxytocin EC15, 100% = EC100 | 320,000 compounds, 0.061% hits | activation, % at 3 µM | AID 2445;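 active means activation above that plate's cutoff, the mean activation of tested compounds plus 3 SD, cut at about 6.6% in these data, passing the limit was not always enough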;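 further: 100% uses oxytocin at 75 nM as the full agonist control; some results filed as inactive read as strong as hits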
Target sequence (P30559 whole entry, looked up): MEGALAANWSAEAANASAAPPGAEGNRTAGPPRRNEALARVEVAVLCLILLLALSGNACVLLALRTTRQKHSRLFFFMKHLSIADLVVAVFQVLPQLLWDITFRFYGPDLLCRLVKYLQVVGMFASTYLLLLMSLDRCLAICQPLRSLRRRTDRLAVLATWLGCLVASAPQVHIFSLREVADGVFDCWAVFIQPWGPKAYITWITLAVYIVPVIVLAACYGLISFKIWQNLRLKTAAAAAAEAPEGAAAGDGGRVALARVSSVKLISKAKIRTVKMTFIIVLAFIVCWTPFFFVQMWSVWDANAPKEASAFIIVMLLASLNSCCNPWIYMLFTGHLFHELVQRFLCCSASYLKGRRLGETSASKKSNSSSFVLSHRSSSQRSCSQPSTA
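test system = CHO-OTR cells, human receptor | compound = single-point 3.0 µM | schedule = 6 min compound pre-incubation at room temperature, 100 s kinetic read | signal = Fluo-8 no-wash calcium dye fluorescence, excitation 470-495 nm, emission 515-575 nm | repeats = single well per compound, singlicate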
OXTR ag: activates the human oxytocin receptor; P30559; CHO-OTR cells, Fluo-8 calcium fluorescence; normalized: DMSO 0%, oxytocin 100%; activation, % at 3 µM; 320,000 compounds, 0.32% hits; AID 2435;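 active means activation above the mean of all tested compounds plus 3 SD, cutoff set per screening run, cut at about 20% in these data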;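 further: peak over basal fluorescence ratio from a 100 s FLIPR kinetic read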
MEKK2mut PB1 HTS: signal of MEK5 binding to mutant human MEKK2 PB1 domain | AID 1530 | 290,000 compounds, 0.35% hits | bead flow cytometry, Alexa488-MEK5 binding to MEKK2 mutant | percent response, % at 10 µM; in the data active means percent response above about 24%, passing the limit was not always enough; further: inactives centre near 1; some results filed as inactive read as strong as hits; reference of the scale not given here
MEKK2 WT-MEK5: raises or lowers MEK5 binding to wildtype human MEKK2 PB1 domain; Q9Y2U5; bead flow cytometry, Alexa488-MEK5 binding to MEKK2 WT; actives lie on both sides; binding response (% of control), % at 10 µM; 290,000 compounds, 1.1% hits; in the data active means binding response below about 67% or above about 130%
GPR7 antag: blocks human GPR7 receptor signaling; P48145; GPR7-expressing cells, fluorescence antagonist assay; inhibition, % at 4.4 µM; 290,000 compounds, 1.1% hits; AID 1861; in the data active means inhibition above about 16%, passing the limit was not always enough;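 further: cells stimulated with the agonist NPW; 0% = agonist with vehicle and 100% = vehicle without agonist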
V1aR counter: counter-screen for oxytocin receptor agonists: human V1a receptor agonists; P37288; CHO-V1R cells, Fluo-8 calcium fluorescence, agonist mode; 0% DMSO, 100% 3 nM vasopressin; activation, % at 3 µM; 320,000 compounds, 0.25% hits;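 active means activation above the mean activation of all tested compounds plus 3 SD, per screening run, cut at about 20% in these data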;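 further: signal is peak over basal fluorescence ratio across a 100 second FLIPR read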
Target sequence (P37288 whole entry, looked up): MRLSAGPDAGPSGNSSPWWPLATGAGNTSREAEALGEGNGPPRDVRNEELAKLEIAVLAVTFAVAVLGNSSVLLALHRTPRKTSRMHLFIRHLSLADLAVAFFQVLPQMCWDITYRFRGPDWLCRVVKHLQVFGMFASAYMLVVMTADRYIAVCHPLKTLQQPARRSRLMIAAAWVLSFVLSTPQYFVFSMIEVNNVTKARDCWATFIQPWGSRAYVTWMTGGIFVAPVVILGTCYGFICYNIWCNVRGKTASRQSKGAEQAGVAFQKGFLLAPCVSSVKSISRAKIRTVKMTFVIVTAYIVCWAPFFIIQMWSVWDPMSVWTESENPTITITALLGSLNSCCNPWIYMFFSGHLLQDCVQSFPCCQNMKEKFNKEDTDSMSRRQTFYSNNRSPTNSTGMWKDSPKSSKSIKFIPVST
An asterisk follows results filed as active; . = not tested or not shown; [ ] = dose if it differs, or a comment. Not a hit list; any-hit rate near 4.1%.

SMILES	GalR3 antagonist	M18AAP inhibitor	NALP1 yeast inh	OXTR potentiate	OXTR ag	MEKK2mut PB1 HTS	MEKK2 WT-MEK5	GPR7 antag	V1aR counter
CCN1CCN(c2nc(-c3cccs3)nc3ccccc23)CC1	1	-4	16	-1	0.5	10	115	-10	1.1
O=C(NCc1ccc(F)cc1)C1CCC(CNS(=O)(=O)c2cccs2)CC1 (configuration not stated)	-9	-8	30	-14	2.9	-5	89	0	3.9
CCOC(=O)N1CCC(NC(=O)CC(NS(=O)(=O)c2ccc(Cl)cc2)c2ccco2)CC1 (configuration not stated)	-6	5	9	2	0.8	.	.	-5	0.0
COc1cccc(NC(=O)CN(C)C(=O)c2cc(-c3ccco3)nc3ccccc23)c1	-4	.	.	-11	-0.8	.	.	.	-0.4
CCCC(c1nnnn1C1CCCCC1)N1CCN(C2CCCC2)CC1 (configuration not stated)	-3	-5	11	-11	-1.1	4	103	22*	-0.1
Nc1cccnc1-n1nc(C(F)(F)F)cc1C(F)(F)F	6	-1	12	-9	0.1	-4	98	-4	-0.5
COc1ccc(OC)c2c1sc(=NC(=O)CN1C(=O)CCC1=O)n2C	.	3	-7	.	.	13	116	-5	.
Cc1nc2sc3c(c2c(=O)n1/N=C/c1cccnc1)CCCC3	2	9	10	-13	-1.8	-3	93	-3	-1.0
CN=C1C([N+](=O)[O-])=CC=C2C1=NC1(CCCCC1)N2O	-2	-2	17	6	-0.7	3	109	-10	-1.0
CSc1ccccc1NC(=O)c1ccc([N+](=O)[O-])cc1	-2	7	16	-6	0.5	3	102	-3	-0.7
O=C(CCCOc1cccc(Br)c1)NCCOc1ccccc1	-10	-1	11	-3	1.5	1	103	7	0.5
O=c1[nH]c(CN2CCN(Cc3ccc4c(c3)OCO4)CC2)nc2ccccc12	-3	-7	-134	1	0.6	4	98	-3	0.5
COc1ccc(OC)c(C(c2nnnn2CCc2ccccc2)N2CCN(c3ccccc3)CC2)c1 (configuration not stated)	-9	6	-2	-4	-0.8	11	102	13	0.0
O=S(=O)(c1cccs1)N1CCN(CC(O)COc2cc(Cl)ccc2Cl)CC1 (configuration not stated)	68*	3	0	-23	19	-6	91	-1	11
Cc1cc(C)n(-c2ccc(C(=O)NCc3cccs3)cc2)n1	-3	5	29	-13	0.6	3	104	-1	-0.1
Cc1ccc(S(=O)(=O)NCc2ccccc2)cc1	-6	4	24	-20	-1.8	-3	96	-1	-0.7
O=C1C2C3C=CC(C4CC34)C2C(=O)N1/N=C/c1cccs1 (configuration not stated)	4	-7	14	-6	-0.7	0	102	-7	0.3
COc1cc2c(cc1OC)CN(C(=O)CCCN1C(=O)c3ccccc3C1=O)CC2	-1	0	-9	-2	-0.6	1	98	-17	0.0
COc1ccc2nc3c(cc2c1)c(NC(=O)CC(C)C)nn3CC(C)C	-12	-6	12	-2	-2.0	4	103	-5	-1.1
O=C(/C=C/c1ccc(-c2ccccc2[N+](=O)[O-])o1)c1ccc(F)cc1	-6	5	-9	0	-0.5	-10	87	-6	-0.6
COc1cccc(NC2=C(NCCO)C(=O)c3ccccc3C2=O)c1	-9	7	0	-5	-2.3	9	102	-2	-0.8
Cc1ccc(F)cc1NC(=O)c1cnccn1	-6	-1	15	-12	-0.6	0	107	-4	-1.3
COc1ccc(NC(C)=O)cc1NC(=O)c1cccc(S(=O)(=O)N2CCc3ccccc32)c1	2	.	.	-10	0.5	.	.	.	1.2
CC1(C)CC(=O)C2=C(C1)Nc1cc3c(cc1C2c1ccc(F)cc1)OCO3 (configuration not stated)	-7	-8	14	-5	-2.7	3	105	-17	0.7
CCn1cc(CN2CCC(C(=O)Nc3cccc(-c4cccc(Cl)c4)c3)CC2)c(C)n1	-3	-2	10	-7	6.0	35*	166*	18	5.3

Entries of single compounds as entered above. Values in the order: GalR3 antagonist, M18AAP inhibitor, NALP1 yeast inh, OXTR potentiate, OXTR ag, MEKK2mut PB1 HTS, MEKK2 WT-MEK5, GPR7 antag, V1aR counter
O=C1C2C3C=CC(C4CC34)C2C(=O)N1/N=C/c1cccs1 (configuration not stated) across the screens: 4, -7, 14, -6, -0.7, 0, 102, -7, 0.3
CCN1CCN(c2nc(-c3cccs3)nc3ccccc23)CC1 across the screens: 1, -4, 16, -1, 0.5, 10, 115, -10, 1.1

(cont.)
SMILES	GalR3 antagonist	M18AAP inhibitor	NALP1 yeast inh	OXTR potentiate	OXTR ag	MEKK2mut PB1 HTS	MEKK2 WT-MEK5	GPR7 antag	V1aR counter
O=C1CCCN1C(=O)COc1ccc([N+](=O)[O-])cc1	-3	.	.	1	1.9	.	.	.	0.2
O=C1CCCC2=C1C(c1cccc(Br)c1)n1nc(-c3ccco3)nc1N2 (configuration not stated)	2	-1	.	-7	3.9	11	103	-15	4.1
Cc1ccc[n+](CC(=O)c2ccccc2)c1	.	3	16	-10	0.0	7	104	-7	-0.5
O=S(=O)(Nc1nccs1)c1ccc(NS(=O)(=O)c2cccs2)cc1	-4	-6	19	-2	1.0	-2	98	0	-0.1
CS(=O)(=O)N1CCN(C(=O)COc2ccc3ccccc3c2)CC1	4	-3	.	-1	1.5	29	113	3	0.0
O=C(CCc1nc2ccccc2c(=O)[nH]1)NCc1cccc(Cl)c1	-3	-1	-2	-4	-0.7	4	98	0	-0.5
CC(C)c1ccc(C2CC(=O)c3cnc(N4CCc5ccccc5C4)nc3C2)cc1 (configuration not stated)	-4	-1	15	-3	0.6	2	100	-11	0.9
COCCCNC(=O)Cc1c(C)c2c(cc(C)c3c(C(C)(C)C)coc32)oc1=O	-5	1	7	-8	-0.4	0	104	6	2.6
O=C1CCN(C(=S)NCc2ccccc2)CC1	-6	2	8	-7	-0.1	-1	99	-11	-0.2
O=C(O)Cc1ccc(NC(=S)Nc2cccc(Cl)c2Cl)cc1	-3	5	5	-7	-0.8	-2	95	-11	0.1
O=C(COc1ccc(Cl)cc1[N+](=O)[O-])N1CCCCCC1	-4	-8	-14	-9	0.0	-3	94	10	-0.8
CCN(CC)C(=O)Oc1cc2c(-c3cc4cccc(OC)c4o3)cc(=O)oc2cc1C	-3	8	10	-8	-1.3	-3	95	-9	-0.3
Cc1cccc(N2CCN(CCCNC(=O)c3ccc(NC(=O)C4=CSCCO4)cc3)CC2C)c1 (configuration not stated)	-10	-2	23	-11	9.9	3	116	-4	8.9
COc1ccc(CN2CCN(c3ncccn3)CC2)c(C)c1C	-12	2	-28	-14	-2.3	7	107	7	0.2
CCCCN(CC)c1nc(N)c(C#N)c(CC#N)c1C#N	-2	-7	26	-6	0.1	6	114	-18	5.0
COc1ccc(N(CC(=O)NCC2CCCO2)S(=O)(=O)c2ccc(C)cc2)cc1OC (configuration not stated)	-2	0	21	-5	-0.1	-1	102	3	-0.3
O=C(NNS(=O)(=O)c1ccc(F)cc1)C1CCCCC1	-9	-1	4	-9	-0.2	1	102	-3	1.0
Cc1ccc(S(=O)(=O)NCc2ccc(N3CCN(C(=O)OC(C)(C)C)CC3)cc2)cc1	-2	-1	7	-5	4.0	6	102	5	7.0
O=C(Nc1nc(-c2ccc(Cl)s2)cs1)c1ccccc1	-7	1	4	-12	-1.2	8	117	-4	-0.6
CCN1CCN(c2ccc(S(=O)(=O)N3CCOCC3)cc2NC(=O)c2cccc([N+](=O)[O-])c2)CC1	-3	.	.	0	1.0	.	.	.	0.7
O=C(Nc1ccc(Cl)cc1)N1CCN(c2ccccc2)CC1	-7	3	-6	-16	9.2	3	98	-8	11
COc1cccc(N2CCN(Cc3nc(N)nc(N4CCCc5ccccc54)n3)CC2)c1	0	-11	5	-2	0.3	6	103	-11	0.8
CC1(C)CC(=O)c2sc(NS(=O)(=O)c3ccc(Br)cc3)nc2C1	-6	-2	-2	-19	-0.4	-1	92	3	0.6
COc1ccc(-n2c(=S)[nH]c3cc(C(=O)NCc4ccccc4)ccc3c2=O)c(OC)c1	-5	4	-13	-7	1.5	3	95	14	2.2
c1ccc(N/N=C(\Cc2ncc[nH]2)c2ccccc2)cc1	0	9	-10	-4	-0.5	0	104	1	-0.6

(list continues)
SMILES	GalR3 antagonist	M18AAP inhibitor	NALP1 yeast inh	OXTR potentiate	OXTR ag	MEKK2mut PB1 HTS	MEKK2 WT-MEK5	GPR7 antag	V1aR counter
CC1CCN(C(=O)CSc2nc3c(c(=O)n2C)SCC3)CC1	-2	1	12	-1	-1.3	1	102	4	1.9
O=C(Nc1ccc(S(=O)(=O)N2CCOCC2)cc1)c1ccc2c(c1)OCO2	-6	-17	.	-6	2.1	0	91	2	2.4
COc1cccc(OC)c1C(=O)Nc1cccc(C(=O)Nc2cccc(C(=O)O)c2)c1	-10	0	8	-7	0.0	2	107	0	0.2
CC1CC(C)CN(S(=O)(=O)c2ccc3c(c2)oc(=O)n3CC(=O)N2CCOCC2)C1 (configuration not stated)	5	-3	-9	-3	0.1	8	105	-6	0.5
Cc1ccc(NC(=O)CN(C)C(=O)c2nn(C)c(=O)c3ccccc23)cc1	-1	-1	4	0	1.2	-12	96	-12	0.2
O=C(NN1C(=O)c2ccccc2NC1c1ccco1)c1ccccc1 (configuration not stated)	0	9	-10	-14	0.0	3	105	-8	0.6
Cc1c(C(=O)N2CCC(n3nccc3NC(=O)C3CC3)CC2)[nH]c2ccc(Cl)cc12	-6	3	0	-1	0.8	3	104	-8	2.8
CNc1nc2c(C)cccn2c(=O)c1C=NCc1ccccc1	3	-2	15	-13	0.0	.	.	4	-0.4
N#Cc1ccccc1NS(=O)(=O)c1cc2c3c(c1)CCC(=O)N3CCC2	-5	.	.	5	0.7	.	.	.	-0.7
COC(=O)Nc1ccc(S(=O)(=O)NNC(=O)c2c(O)c3ccccc3n(C)c2=O)cc1	1	10	-2	0	-0.8	2	101	-3	0.3
Cc1ccccc1Cn1ccc(NC(=O)CCSc2nc(-c3ccco3)cc(C(F)(F)F)n2)n1	-5	2	4	-10	0.7	13	106	0	0.9
CCOC(=O)c1sc(NC(=O)CCN2CCOCC2)c(C(=O)OCC)c1C	-4	1	-2	-3	0.6	6	111	-8	-0.1
Cc1nn(C)cc1CNC(=O)c1cc2n(n1)C(C(F)(F)F)CC(c1cccs1)N2 (configuration not stated)	-12	-5	17	-6	6.1	-7	90	4	5.4
O=C(Nc1ccccc1)C1C(c2ccccc2)C1(Cl)Cl (configuration not stated)	-8	-13	9	-11	-2.1	7	104	-23	-1.2
O=C1C=C(NCC2CCCO2)C2(CCCCC2)O1 (configuration not stated)	-5	-2	10	4	0.7	-3	98	-3	1.6
COc1ccc(OCC(=O)Nc2c3c(nn2C(C)(C)C)CS(=O)(=O)C3)cc1	0	-5	6	-8	-0.5	0	101	3	-0.5
CC(NC(=O)C1c2ccccc2Oc2ccccc21)C1CCCO1 (configuration not stated)	-1	-3	11	-2	0.9	0	97	-15	-0.4
COc1cc(OC)c(C(=O)Nc2cccc(C(C)=O)c2)cc1OC	1	-4	0	-9	-1.1	4	106	-11	-0.2
Cc1ccc(Oc2nc(-c3ccccc3)ncc2S(C)(=O)=O)cc1	-2	-2	1	-16	-2.1	-62	1.0*[inhibitor]	10	-1.2
O=[N+]([O-])c1ccc(N2CCOCC2)cc1SCc1ccco1	1	31*	26	-1	-2.4	-1	105	-3	-1.0
C=CCN=C1S/C(=C\c2ccc(N(C)C)cc2)C(=O)N1CC=C	0	8	4	-20	0.7	-3	104	2	1.6

Screens as filed in PubChem BioAssay.
